# MC4R ag barr = human MC4R agonism via beta-arrestin; U2OS MC4R beta-arrestin complementation, luminescence; percent of melanotan II response, DMSO zero; activation, % at 8.9 µM; AID 540308; 360,000 tested, 0.98% active; P32245;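 active = activation above a per-plate cutoff, the mean activation of sample wells on that plate plus 3 SD, cut at about 8% in these data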
# Target sequence (P32245 whole entry, looked up): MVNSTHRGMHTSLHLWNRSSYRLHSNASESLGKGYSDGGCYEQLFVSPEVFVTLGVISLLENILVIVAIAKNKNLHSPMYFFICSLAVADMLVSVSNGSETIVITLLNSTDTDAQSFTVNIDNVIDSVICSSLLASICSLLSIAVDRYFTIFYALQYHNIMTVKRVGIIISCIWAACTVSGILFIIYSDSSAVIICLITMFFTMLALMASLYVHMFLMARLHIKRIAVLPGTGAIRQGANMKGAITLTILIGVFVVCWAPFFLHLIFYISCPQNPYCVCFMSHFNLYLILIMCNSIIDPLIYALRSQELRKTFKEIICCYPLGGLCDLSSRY
# MC4R antag cAMP = antagonists of human melanocortin 4 receptor (MC4R); MC4R-expressing cells, MTII-stimulated cAMP, LANCE TR-FRET; 360,000 tested, 0.48% active; P32245; AID 540295; inhibition, % at 6.5 µM;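 active = inhibition above its plate's cutoff, the mean of tested wells on that plate plus 3 SD, cut at about 29% in these data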;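 also: 0% = Melanotan II alone and 100% = Melanotan II plus saturating MCL0020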
#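 System – human MC4R-expressing U2OS cells · Also added – Melanotan II · Dosing – one concentration, 6.5 µM nominal · Timing – 30-min compound, 1-h challenge, 1-h detection, room temperature · Measured by – Eu-cAMP/anti-cAMP TR-FRET, emission 671 nm · Replicates – singlicate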
# SRC2 inh = inhibits human steroid receptor coactivator 2 | inhibition, % at 9 µM | Q15596 | 370,000 tested, 0.17% active | HEK293 GAL4-SRC2 luciferase reporter, luminescence;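 active = inhibition above the mean inhibition of all tested compounds plus 3 SD, set per campaign, cut at about 52% in these data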;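 also: 0% = DMSO treated cells and 100% = cells given Gossypol at 36 µM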
# NOD2-RIPK2 inh = blocks binding of human NOD2 to RIPK2 | inhibition, % at 4.98 µM | O43353 | CHO BLA complementation NOD2-RIPK2, CCF4 ratio | 360,000 tested, 0.38% active; in the data active = inhibition above about 21%;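 also: 0% = vehicle only and 100% = reference blocker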
# TLR9-MyD88 inh = inhibitors of human TLR9-MyD88 binding. AID 504734. CHO BLA complementation TLR9-MyD88, CCF4 FRET ratio. 340,000 tested, 0.21% active. Q9NR96+Q99836. inhibition, % at 4.98 µM;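 active = inhibition above the mean over all tested compounds plus 3 SD, cut at about 21% in these data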;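 also: 0% = DMSO only wells and 100% = clavulanate BLA inhibitor control wells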
# ABCB6 inh MLPCN = human ABCB6 transporter inhibition; 360,000 tested, 0.19% active; K562-ABCB6 porphyrin accumulation, flow cytometry, 1 h; stronger effect = lower value; Q9NP58; fluorescence ratio to DMSO, % at 10 µM; AID 602162;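 active = fluorescence ratio to DMSO below 75%, the collection mean minus 3 SD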;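 also: signal is porphyrin accumulated inside mitochondria; 100% equals median channel fluorescence of DMSO control wells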
# ABHD5 PLIN5 PPI = blocks binding of human ABHD5 to perilipin-5. inhibition, % at 4 µM. AID 602281. 360,000 tested, 0.78% active. Q00G26+Q8WTS1. Split G. princeps luciferase complementation, luminescence, 4 h;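 active = inhibition above the mean inhibition across every tested compound plus 3 SD, cut at about 22% in these data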;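 also: 0% = DMSO only wells and the 100% control is not disclosed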
# HTR2A ag = mouse HTR2A agonism via beta-arrestin recruitment; CHO-K1 mHTR2A beta-arrestin complementation, luminescence; percent of 30 µM serotonin response; activation, % at 7.6 µM; 360,000 tested, 0.66% active; AID 624169;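 active = activation above a run cutoff, the mean activation of all tested compounds plus 3 SD, cut at about 14% in these data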;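 also: 0% = plate median of compound wells and 100% = 30 µM serotonin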
# Target sequence (P35363 whole entry, looked up): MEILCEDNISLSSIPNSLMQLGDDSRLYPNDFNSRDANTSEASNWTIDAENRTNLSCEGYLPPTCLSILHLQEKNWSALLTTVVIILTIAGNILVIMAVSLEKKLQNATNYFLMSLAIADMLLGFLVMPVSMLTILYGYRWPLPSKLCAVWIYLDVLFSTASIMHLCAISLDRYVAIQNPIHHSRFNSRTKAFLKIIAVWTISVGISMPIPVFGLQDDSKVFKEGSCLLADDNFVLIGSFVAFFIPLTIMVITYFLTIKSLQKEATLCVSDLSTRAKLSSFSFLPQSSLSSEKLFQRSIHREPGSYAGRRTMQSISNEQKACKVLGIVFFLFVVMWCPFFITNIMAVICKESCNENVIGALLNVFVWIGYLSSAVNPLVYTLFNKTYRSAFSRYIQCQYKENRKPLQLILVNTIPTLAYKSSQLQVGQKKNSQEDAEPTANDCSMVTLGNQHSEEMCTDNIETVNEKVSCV
# H9c2 protect = myocardial damage modulation in H9c2 cells; 360,000 tested, 0.63% active; H9c2 cardiomyocytes, H2O2 injury protection, ATPLite, 2 h; AID 588492; protection from H2O2 cell death, % at 20 µM;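 active = compounds giving at least 50% protection of heart cells from peroxide-induced death in the single-dose screen, raw or plate-pattern-corrected value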;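 also: 0% = DMSO wells with peroxide and 100% = DMSO wells without peroxide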
# N-glyco inh = blocks N-linked glycosylation in D54 reporter cells; D54 ERlucT glycosylation luciferase reporter, 24 h; percent of 100 nM tunicamycin response; reporter increase, % at 12.5 µM; 360,000 tested, 0.23% active;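 active = mean luciferase reporter signal, scaled so untreated is 0 and the glycosylation-blocking control 100, at or above a set limit in every replicate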;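 also: luciferase carries N-glycosylation sites so blocking glycosylation raises the light; 0% = median of neutral control wells and 100% = median of 100 nM tunicamycin wells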
# An asterisk follows results filed as active; . = not tested or not shown. A portion of the library; the hit share may differ from the screen's.
SMILES,MC4R ag barr,MC4R antag cAMP,SRC2 inh,NOD2-RIPK2 inh,TLR9-MyD88 inh,ABCB6 inh MLPCN,ABHD5 PLIN5 PPI,HTR2A ag,H9c2 protect,N-glyco inh
O=C(CN1CCN(S(=O)(=O)c2cccc(F)c2)CC1)NCC1(N2CCOCC2)CCCCC1,1.0,1,-20,4,-4,94,1,4,7,-2
Cc1cccc(N2C(=O)N3[C@H](c4ccc(F)cc4)[C@@H]4C(=O)N(C5CCCCC5)C(=O)[C@@H]4[C@]3(Cc3ccc(Cl)cc3)C2=O)c1,3.4,8,-43,-1,2,97,-8,-1,-8,2
Cc1cnn(-c2cc(N/N=C/c3ccccc3F)ncn2)c1,-1.2,-1,7,-15,0,94,0,4,0,0
COc1cc(CC(CC(=O)c2ccc3c(c2)OCO3)C(=O)O)cc(OC)c1OC (stereo not given),-1.6,-6,-39,-6,0,96,7,0,3,-2
CCOC(=O)CC(NC(=O)C(CC)c1ccccc1)c1ccccc1Cl (stereo not given),-0.5,0,15,6,-13,98,-10,-3,3,-1
COc1ccc(OCCSCc2nnc(NC(=O)Nc3ccc(Cl)cc3)s2)cc1,-0.8,-2,-4,-6,-9,88,-6,-1,-7,-3
O=C(CN1C(=O)c2ccccc2C1=O)NC1CCS(=O)(=O)C1 (stereo not given),-2.0,5,11,-14,2,96,-1,4,1,-3
CCOC(=O)C1=C(O)/C(=C/c2cn(CC(=O)N3CCCC3)c3ccccc23)SC1=Nc1ccccc1,-0.6,-4,.,1,8,87,3,1,-1,2
CC1=C(C/C=C(\C)CCCC(C)CCCC(C)CCCC(C)C)C(=O)c2ccccc2C1=O (stereo not given),-1.6,2,24,-19,-4,97,-1,2,-19,3
Cc1ccc(NC2(C#N)C(=O)Nc3ccccc32)cc1C (stereo not given),1.0,0,-7,-12,7,91,3,-4,-2,0
O=[N+]([O-])c1cccc(COc2cccc(CN3CCOCC3)c2)c1,0.4,3,-6,-5,-2,99,3,-4,3,-3
NC(=O)c1sc2nc3c(c(-c4ccco4)c2c1N)CCCC3,-0.3,9,21,6,13,102,3,3,-4,-4
Cc1ccn2c(C=O)c(-c3ccc(F)cc3)c(C=O)c2c1,-4.9,13,-10,8,3,109,-1,-4,1,-3
O=C(NCC1CCCCC1)c1cc([N+](=O)[O-])ccc1Cl,-0.7,11,-6,-10,10,95,-4,7,-3,2
OCCNCCCCSc1ccc(Cl)cc1,-0.9,5,-20,2,6,89,5,-4,2,1
Cc1cc(-c2nc(C)c(C(=O)NNS(=O)(=O)c3cccc(C(F)(F)F)c3)s2)no1,0.0,8,8,17,.,98,-1,0,4,1
CC(=O)NC1=NN(C(C)=O)C(C)(c2ccc(C)o2)S1 (stereo not given),-1.0,-2,18,-4,4,91,4,-2,-5,1
O=C(NNC1=C(C(=O)C(F)(F)F)CCC1)c1cccc(Cl)c1,-2.3,-4,-55,-1,1,112,-9,-4,-7,4
CCCn1c(N)c(N2CCCCC2)c(=O)n(CC(=O)Nc2cccc(S(=O)(=O)N(C)C)c2)c1=O,0.6,7,11,0,-1,98,-6,4,1,1
CCC(=O)N1c2ccc(S(=O)(=O)CCC(=O)NC3CCCC3)cc2CC1C (stereo not given),-0.3,-4,-3,7,-6,86,-3,-1,4,-2
COc1ccc(N2CCN(C(=O)COC(=O)CCOc3ccc(C)cc3)CC2)cc1,0.3,-1,-25,2,7,101,-9,-2,0,1
COc1cccc(-c2csc(N3CCN(C(=S)Nc4ccccc4)CC3)n2)c1,1.2,24,-16,6,-1,100,-1,3,-1,-3
CS(=O)(=O)N(Cc1ccc(Cl)cc1)c1ccc(C(=O)NCc2ccccn2)cc1,-0.8,6,-10,-6,-1,94,11,2,5,0
CCOc1ccccc1NC(=O)CCS(=O)(=O)c1cccs1,-1.4,6,11,2,-8,93,3,-4,6,1
CCOc1ccc(C(=O)OCC(=O)N2CCCC2)cc1OCC,-0.5,11,-6,-4,3,102,-3,4,5,1
O=[N+]([O-])c1ccccc1Oc1ccc(S(=O)(=O)N2CCOCC2)cc1,-0.9,6,13,-2,-1,98,4,-4,-7,6
COc1ccc2oc(C(=O)NCc3ccccc3CN3CCCC3)c(C)c2c1,-1.3,2,-7,-1,-2,102,1,-15,4,-5
O=C(Nc1nc(-c2ccccn2)cs1)C12CC3CC(CC(O)(C3)C1)C2,-2.3,6,-85,2,-8,90,-8,3,-16,-4
CCCCN(C)CCNC(=O)c1cc2c(-c3ccccc3F)nn(C)c2s1,-1.0,-5,0,2,-10,433,10,-7,2,-2
Cc1ccc(S(=O)(=O)N(C)CC(=O)O/N=C(\N)c2cccnc2)cc1,1.6,1,2,-5,6,94,1,1,-3,-2
O=C(Nc1ccc(Cl)cc1)[C@@H]1[C@@H]2C(=O)N(c3ccc(Cl)cc3)C(=O)[C@@H]2[C@H]2C=CC=NN21,-2.4,14,-25,5,-2,102,4,4,-4,3
O=C(COc1ccc(/C=N/NS(=O)(=O)c2ccccc2)cc1)N1CCOCC1,1.2,-4,11,-6,-5,100,17,4,1,0
c1cncc(-c2nc(NCc3cccs3)c3ccccc3n2)c1,-1.7,-1,14,5,4,93,-2,-1,0,3
Cc1ccc(CNC(=O)CS(=O)(=O)Cc2nc(-c3ccc(C)cc3)oc2C)cc1,-0.8,6,4,-4,5,97,5,6,-10,-1
N#Cc1ccc(C(=O)NC2CCCc3ccccc32)cc1 (stereo not given),0.1,0,-40,-16,0,104,-3,-3,0,-4
CS(=O)(=O)N(CC(=O)Nc1ccccc1C(=O)N1CCOCC1)c1ccc(F)c(Cl)c1,1.6,17,-16,-15,-3,100,-2,-3,0,2
Cc1cc(C)c2nc(N3CCN(C(=O)c4cccs4)CC3)sc2c1,-2.1,6,-5,-4,-4,90,4,4,4,-1
Cc1c(C(=O)N2CCN(Cc3ccc4c(c3)OCO4)CC2)sc2ncnc(N3CCN(c4ccccc4F)CC3)c12,-3.8,-5,31,9,-4,89,1,25*,-1,-6
COc1ccccc1NC(=O)c1ccc(NC(=O)Cc2n[nH]c(=O)c3ccccc23)cc1,1.7,30*,-10,-11,-3,94,3,0,70*,0
O=C(c1cnccn1)N1CCN(c2ccccc2)CC1,0.3,-3,-16,-12,-5,97,4,0,3,2
O=C(O)c1occc1CSc1ccccc1,-0.8,2,-44,0,-2,98,-6,-6,0,0
O=C(OCc1nnc(-c2ccccc2)o1)C12CC3CC(CC(Br)(C3)C1)C2,0.5,1,-59,-5,2,99,-8,-2,-17,0
O=C1Nc2ccc(S(=O)(=O)NCc3ccco3)c3cccc1c23,-3.1,-2,-16,7,-7,102,17,3,5,0
COc1cccc(CNC(=O)CCNC(=O)c2ccc(Br)o2)c1,-2.9,8,17,8,8,89,2,-5,0,1
O=C(NNC(=O)c1cc([N+](=O)[O-])ccc1Cl)c1cccs1,4.9,1,-11,-3,3,100,15,5,-1,1
NC(=O)c1ncn([C@@H]2O[C@H](CNCc3cccn3-c3ccncc3)[C@@H](O)[C@H]2O)n1,2.0,3,-4,-5,-5,97,6,4,4,4
COc1cccc(/C=C/C(=O)N2CCN(S(=O)(=O)c3ccccc3)CC2)c1OC,-0.8,15,4,-8,-8,95,2,-4,3,-3
Cn1c(SCC(=O)N/N=C/c2cccs2)nc2ccccc21,-0.1,-2,-13,0,-7,98,1,2,6,-1
CC(C)c1cc(C(=O)N/N=C/C(Br)=C/c2ccccc2)n[nH]1,-1.1,-15,-17,-2,-7,105,12,-8,-5,13
Cc1nn(-c2ccccc2)c(Cl)c1C(=O)N(C)CC(=O)Nc1cccc(F)c1,-1.2,-2,-3,-3,-1,100,-29,-7,4,-1
Cc1nn(-c2ccccc2)c(Cl)c1C(=O)NCCCCNC(=O)c1c(C)nn(-c2ccccc2)c1Cl,-0.1,6,-2,-2,0,104,6,4,-8,1
CCOC(=O)C1=C(CSc2nc(CC)c(C)cc2C#N)OC(N)=C(C#N)C1c1ccc(OC)cc1 (stereo not given),-1.4,2,-16,8,3,139,-2,0,2,0
CC(=O)Nc1ccc(S(=O)(=O)NCc2nc(-c3cccc(C)c3)no2)cc1,-1.0,14,-4,-23,-2,111,-2,-3,6,3
O=C(NCc1nnc(SCc2ccccc2)n1-c1ccccc1)C12CC3CC(CC(C3)C1)C2,4.0,10,9,1,-4,105,-11,-3,5,-4
CCN(Cc1ccccc1)C(=O)C1CCN(Cc2ccc(SC)cc2)CC1,-3.1,14,23,6,1,98,2,2,11,-5
C/C(=N\NC(=O)CSc1nc(C)[nH]c1[N+](=O)[O-])c1ccc(F)cc1,1.2,1,3,0,2,97,3,-4,2,1
Cc1nc(SCc2ccccc2)c2ccsc2n1,-1.8,2,7,-4,3,97,-11,1,-3,-2
CCOc1ccc(NC(=O)CCNC(=O)Cn2cnc3ccccc3c2=O)cc1,1.6,3,-9,-8,-2,95,3,-4,1,1
O=C(NNC(=O)C1C2CCC(C2)C1C(=O)O)c1ccc(Cl)cc1 (stereo not given),2.3,-1,-35,1,6,97,-5,-1,0,-1
Cc1cc(-c2ccc(/C=N/n3cnnc3)o2)c([N+](=O)[O-])cc1C,1.9,5,-24,-4,-5,105,6,-5,3,1
# Further entries.
SMILES,MC4R ag barr,MC4R antag cAMP,SRC2 inh,NOD2-RIPK2 inh,TLR9-MyD88 inh,ABCB6 inh MLPCN,ABHD5 PLIN5 PPI,HTR2A ag,H9c2 protect,N-glyco inh
CC(C)(C)NC(=O)CN(Cc1ccc2c(c1)OCO2)C(=O)CNS(=O)(=O)c1ccccc1,-0.1,-1,6,-4,-2,96,-5,-6,2,-1
O=C(COC(=O)COc1cccc(C(F)(F)F)c1)NC1CCS(=O)(=O)C1 (stereo not given),-1.2,5,-11,1,-4,96,7,4,6,2
C=CCNc1nc(Nc2ccc(-c3nc4ccccc4o3)cc2)nc(N2CCOCC2)n1,0.3,4,-5,-2,-1,94,-4,3,4,-4
CCOc1ccc(OCC)c(NC(=O)CN2CCN(c3ccc(C)cc3C)CC2)c1,1.9,8,16,-8,-5,98,1,-1,-3,-2
CN(C)CCCN(C(=O)c1ccc(S(=O)(=O)N2CCCCCC2)cc1)c1nc2ccc(F)cc2s1,1.7,5,-40,14,2,102,10,-7,-13,-7
O=C(OCC(=O)c1ccc[nH]1)c1ccc(S(=O)(=O)N2CCCCCC2)cc1,-1.6,15,2,-1,-9,105,4,-3,0,3
CC(=O)c1cccc(NC(=O)c2cccc3c(-c4cccc(C(N)=O)c4)coc23)c1,20*,25,6,-9,.,87,5,3,6,16

# Screening data from PubChem BioAssay.
